USP2a inh = USP2a (human) protease inhibition; Potency, µM (highest dose often 38.3 µM), for inactives: top-dose activity change, negative = inhibition, actives largely listed as inhibitors; USP2 core, Ub-CHOP2 coupled fluorogenic reporter, 485/531; 330,000 compounds, 0.01% hits;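 further: potency means the concentration at half of the fitted maximal effect; plate controls were DMSO wells for no effect and full inhibition by NEM control for full effect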
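Cell-free coupled assay: 10nM USP2 core preincubated 30min RT with compound in Tris-HCl pH 8.0/CaCl2/CHAPS buffer, then 25nM Ub-CHOP2 and 25nM reporter substrate; fluorescence (Ex 485/Em 531) read after 60min RT, normalized to NEM inhibition, concentration-response curves fitted.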
Eya2 phos inh = inhibitors of human Eya2 phosphatase activity | AID 488837 | Potency, µM (series often up to 76.9 µM), inactives show top-dose activity, negative = inhibition, actives largely listed as inhibitors | recombinant Eya2, OMFP fluorescence dephosphorylation (OMFP is methylfluorescein phosphate) | 330,000 compounds, 0.006% hits | O00167; further: potency means the concentration at half of the fitted maximal effect
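Eya2 (0.2 uM) preincubated 10 min at ambient with compound, then OMFP substrate added at 50 uM; 10 min reaction in 50 mM HEPES pH 7.5, 50 mM NaCl, 5 uM MgCl2, 0.05% BSA, 1 mM DTT. Fluorescence read at Ex 485/Em 525 nm.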
KCNH2 3.1 block = blocks the human KCNH2 3.1 channel isoform; U2OS KCNH2 3.1, thallium flux FluxOr; stronger effect = lower value; activity change, % (tested at about 1.8 µM); 340,000 compounds, 0.95% hits; AID 720553;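 active means maximum activity change below -70%; inconclusive means maximum activity change from -70% to -50%; inactive means maximum activity change above -50%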;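 further: thallium influx rate constant from kinetic fluorescence after stimulation buffer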
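We transduce U2OS cells with the mutant 3.1 virus, culture them overnight, load FluxOr with Red40 quencher for 45 min, then add stimulation buffer and read kinetically for 2 min to derive a normalized rate constant.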
PKM2 activator = PKM2 (human) enzyme activation | purified PKM2, Kinase-Glo ATP luminescence, activation; response scale: 0% is enzyme alone, no compound | 260,000 compounds, 0.34% hits | AID 1631 | P14618 | Potency, µM (top dose mostly 57.5 µM), without a hit: at the top dose activation, usual class: activators; further: potency means the concentration at half of the fitted maximal effect; nearly all actives have a fitted effect of over 55% in size
Target sequence (P14618 whole entry, looked up): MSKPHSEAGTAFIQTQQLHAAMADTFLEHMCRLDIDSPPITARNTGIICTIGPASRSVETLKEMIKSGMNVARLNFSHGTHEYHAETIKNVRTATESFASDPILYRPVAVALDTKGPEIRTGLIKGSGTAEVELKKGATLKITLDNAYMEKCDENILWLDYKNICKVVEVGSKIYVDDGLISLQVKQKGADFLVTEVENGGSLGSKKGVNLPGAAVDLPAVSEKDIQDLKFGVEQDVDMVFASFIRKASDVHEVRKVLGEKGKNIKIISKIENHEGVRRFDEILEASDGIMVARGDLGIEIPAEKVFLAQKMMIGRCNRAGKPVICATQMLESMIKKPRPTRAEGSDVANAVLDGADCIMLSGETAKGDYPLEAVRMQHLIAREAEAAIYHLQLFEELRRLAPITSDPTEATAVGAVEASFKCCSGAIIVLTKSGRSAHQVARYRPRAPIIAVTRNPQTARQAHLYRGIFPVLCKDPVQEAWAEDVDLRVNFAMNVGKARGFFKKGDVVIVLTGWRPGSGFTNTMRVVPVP
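Purified hPK-M2 (>95% pure) converted ADP (0.1 mM final) to ATP with 0.5 mM PEP in 50 mM imidazole pH7.2, KCl, MgCl2, Tween 20, BSA; 1 h at room temperature. ATP detected by Kinase-Glo luminescence.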
uPA surface inh = blocks generation of uPA at the cell surface; cell surface uPA generation assay, qHTS; Potency, µM (series often up to 38.3 µM), for the others: at the top dose activity change, negative = inhibition, hits mostly inhibitors; 330,000 compounds, 0.31% hits; AID 540303; active means well fitted inhibition curve with a large enough effect; inconclusive means small, poorly fitted or top-dose-only effect; inactive means no such curve, though single readings can be large or run the other way; tested in mouse RAW 264.7 cells; further: potency means the concentration at half of the fitted maximal effect; nearly all actives have a fitted effect of over 55% in size
hERG WT inh = inhibitors of human wildtype KCNH2 potassium channel. Q12809. U2OS, BacMam KCNH2, thallium flux FluxOr; stronger effect = lower value. activity change, % at 1.84 µM. 340,000 compounds, 0.37% hits. AID 720551;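 active means maximum activity change below -70%; inconclusive means maximum activity change between -70% and -50%; inactive means maximum activity change above -50%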
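U2OS cells were transduced with wild-type KCNH2 virus (2.03 x 10^8 / mL) for 4 h at room temperature, then cultured overnight at 37 C. Thallium flux was read with FluxOr dye. Rate constants were normalized to DMSO controls.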
GALK inh = inhibitors of human galactokinase. P51570. Potency, µM (highest dose often 57.5 µM), inactives show at the top dose activity change, negative = inhibition, actives largely listed as inhibitors. AID 1868. 270,000 compounds, 0.007% hits. Purified GALK, Kinase-Glo residual ATP luminescence; further: potency means the concentration at half of the fitted maximal effect
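Quantitative HTS: GALK 5 nM, ATP 35 uM, galactose 100 uM, 1 h room temperature, then luciferase-based ATP detection.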
Coupling enz = counter-screen for Giardia aldolase inhibitors: coupling enzyme system; coupling enzyme system counterscreen, AmpLite Red fluorescence; 290,000 compounds, 0.67% hits; activity change, negative = inhibition, % at 58.2 µM, hits read low; in the data active means activity change below about -30%
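Compounds tested against the coupling enzymes alone at 57.5 uM final; readout was AmpLite Red fluorescence (525/598 nm) after 20 min at RT.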
Giardia kill = Giardia lamblia killing; Giardia lamblia trophozoite viability; activity change, % at 7.66 µM, hits read low; 340,000 compounds, 0.15% hits; in the data active means activity change below about -80%; inconclusive means between about -30% and that limit;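 further: parasites exposed to compound for two days anaerobically before the ATP read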
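Compounds were tested on trophozoites seeded at 100 cells/well and held 48 hrs at 37 deg C anaerobically. An ATP-based luminescent kit measured the remaining live cells.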
BCR signal inh = inhibitors of chronic active B-cell receptor signaling; ABC-DLBCL IkBa-CBG/CBR reporter, luminescence ratio, 4 h; Potency, µM (series often up to 46.1 µM), without a hit: top-dose ratio change, negative = lower green/red ratio, most hits filed as inhibitors; 340,000 compounds, 0.05% hits; active means well fitted inhibition curve with a large enough effect in the signal ratio, with a control signal flat, not every such curve was filed as active; inconclusive means small, poorly fitted or top-dose-only effect, or effect the other way, or a change in a side signal; the % refers to the signal ratio;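 further: potency means the concentration at half of the fitted maximal effect; plate controls were basal doxycycline-induced cells for no effect and cells given 10 µM MG132 for full effect; MG132 reads +100%, hits lower the ratio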
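Compounds up to 46 uM were incubated four hours with TMD8 cells whose green CBG68 luciferase is fused to IkappaBalpha; red CBR luminescence normalised the signal, and concentration-effect curves were fitted to fusion, red and ratio data.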
B2AR arrestin = beta2AR (human) beta-arrestin recruitment activity. P07550. beta-arrestin recruitment to beta2AR, cell-based reporter. Potency, µM (titrated, usually from 46.1 µM), for inactives: top-dose activation, hits mostly activators. 330,000 compounds, 0.02% hits. AID 492947;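 further: potency means the concentration at half of the fitted maximal effect; 0% = DMSO controls and full agonism = EC100 isoproterenol or metaproterenol; nearly all actives have a fitted effect of over 65% in size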
Target sequence (P07550 whole entry, looked up): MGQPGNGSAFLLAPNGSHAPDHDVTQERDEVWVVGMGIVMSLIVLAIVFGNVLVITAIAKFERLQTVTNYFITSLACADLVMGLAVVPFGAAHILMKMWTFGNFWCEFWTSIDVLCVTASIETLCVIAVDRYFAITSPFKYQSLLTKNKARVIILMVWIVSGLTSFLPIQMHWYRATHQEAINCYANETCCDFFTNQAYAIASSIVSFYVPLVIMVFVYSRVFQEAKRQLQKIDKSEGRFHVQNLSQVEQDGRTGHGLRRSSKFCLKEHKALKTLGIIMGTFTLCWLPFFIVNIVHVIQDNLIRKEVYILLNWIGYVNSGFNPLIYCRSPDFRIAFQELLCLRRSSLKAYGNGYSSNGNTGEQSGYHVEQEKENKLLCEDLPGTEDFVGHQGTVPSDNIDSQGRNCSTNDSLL
The depositor's hits bear a star; ? = inconclusive; . = no result given; [ ] = another dose, or the depositor's remark. Unless noted, the call rests on the fitted dose curve; in most records, active means well fitted curve in the direction sought with a large enough effect; inconclusive means small, poorly fitted or top-dose-only effect, or another doubt; inactive means no such curve, though single readings can be large; an effect the other way counts as inactive or inconclusive. Unless noted, on the % scale 0 is the no-effect control and ±100 the full control effect.

1	NS(=O)(=O)c1ccc(CCNC(=O)CCCC2=NS(=O)(=O)c3ccccc3N2)cc1
2	O=C(Nc1cnn(Cc2ccccc2)c1)NC12CC3CC(CC(C3)C1)C2
3	COc1ccc2c(c1OC)C(=O)OC2Nc1nc(-c2ccc([N+](=O)[O-])cc2)cs1 (configuration not stated)
4	CCC[C@@H](CN1CCC[C@H]1CN1C(N)=NC[C@H]1C(C)C)N1C[C@@H]([C@H](C)CC)N(CCCC2CCCC2)C1=N
5	CCN(CC)c1nc(OC)nc(-n2nnc(C(C)=O)c2C)n1
6	COCCNC(=O)Cn1c(=O)n(Cc2ccc(C(=O)NCc3ccco3)cc2)c(=O)c2ccccc21
7	CCN(C(=O)COC(=O)c1cc(S(=O)(=O)Nc2c(C)n(C)n(-c3ccccc3)c2=O)ccc1Cl)C1CCCCC1
8	CC(=O)N(CC1CCCO1)c1nnc(-c2cnccn2)s1 (configuration not stated)

assay / entry	1	2	3	4	5	6	7	8
USP2a inh	4%	-6%	-1%	3%	2%	3%	0%	-2%
Eya2 phos inh	6%	-18%	-6%	2%	19%	13%	3%	-3%
KCNH2 3.1 block	2	-4	-12	1	3	-4	13	1
PKM2 activator	5%	-14%	-2%	.	-3%	5%	20%	-7%
uPA surface inh	-1%	6%	-5%	2%	1%	0%	-3%	-9%
hERG WT inh	-11	1	4	-2	-10	-7	5	-1
GALK inh	-2%	0%	.	.	-1%	.	4%	-4%
Coupling enz	2	1	2	.	4	5	6	1
Giardia kill	-2	4	-13	0	-8	3	16	7
BCR signal inh	-1%	-12%	14%	-1%	7%	-1%	1%	1%
B2AR arrestin	-0.7%	-1.0%	-0.8%	-0.1%	0.1%	-0.4%	-0.2%	0.0%

9	Cc1cc(C)c(S(=O)(=O)NCC(=O)NCc2cc(=O)n(C)c(=O)n2C)c(C)c1
10	Cc1ccc(C)c(/C(O)=C2\C(=O)C(=O)N(Cc3cccnc3)C2c2cccnc2)c1 (configuration not stated)
11	O=C(CSc1nc(-c2ccco2)cc(C(F)(F)F)n1)Nc1ccc(C(=O)N2CCCCC2)cc1
12	CC(C)c1onc(C(=O)NC(C)c2ccccc2)c1[N+](=O)[O-] (configuration not stated)
13	O=C(Nc1ccc(Cl)cc1)C1C2C=CC3(O2)C1C(=O)N(CCN1CCCCC1)C3C(=O)NC1CCCCC1 (configuration not stated)
14	CC(NCC(O)COCc1cccs1)C1CC2CCC1C2 (configuration not stated)
15	NCCCn1c(C(=O)c2ccc(Cl)cc2)c2ccc([N+](=O)[O-])cc2[n+]1[O-]
16	Cc1cc(NC(=O)c2ccc3c(c2)C(=O)N(CCC(C)C)C3=O)no1

assay / entry	9	10	11	12	13	14	15	16
USP2a inh	1%	-2%	5%	-4%	0%	1%	-1%	.
Eya2 phos inh	3%	5%	8%	-3%	-1%	10%	12%	.
KCNH2 3.1 block	10	-5	-4	-1	-25	-4	-30	4
PKM2 activator	.	-1%	-13%	-14%	2%	0%	.	1%
uPA surface inh	3%	4%	-27%	-7%	-3%	-1%	?	1%
hERG WT inh	-4	-27	12	16	21	-3	10	-1
GALK inh	10%	-1%	1%	-1%	14%	3%	.	1%
Coupling enz	-2	-18	1	1	0	2	.	3
Giardia kill	17	12	-10	-22	11	8	?	2
BCR signal inh	?	3%	4%	-20%	5%	12%	?	.
B2AR arrestin	0.2%	-0.6%	-0.2%	-0.4%	0.1%	-0.5%	-2.2%	.

17	CS(=O)(=O)c1nc(-c2ccccc2)cc(-c2ccccc2)c1C#N
18	O=C(NNC(=O)C1C2CCCCC21)c1coc(=O)c(Br)c1 (configuration not stated)
19	O=C(CCNC(=O)Cn1ccc2ccccc2c1=O)NCCc1ccc(Cl)cc1
20	O=C(c1ccccc1)N1CCN(C(=O)c2ccc(OC(F)(F)F)cc2)CC1
21	CN(C)C(CNC(=O)CNC(=O)Cc1cccc2ccccc12)c1ccccc1 (configuration not stated)
22	COC(=O)c1cc(C(=O)OCC(=O)NC(=O)c2ccccc2)cc([N+](=O)[O-])c1
23	COc1ccc(C(=O)NCc2nnc(SCC(=O)N3CCOCC3)o2)cc1OC
24	CCOC(=O)CNC(=O)CCc1nnc2ccc(N3CCC(C)CC3)nn12

assay / entry	17	18	19	20	21	22	23	24
USP2a inh	1%	-1%	3%	-7%	-6%	-1%	-2%	-1%
Eya2 phos inh	-7%	-4%	-1%	-32%	-5%	-24%	-7%	6%
KCNH2 3.1 block	-13	24	-2	-17	17	-25	10	-22
PKM2 activator	0%	-11%	0%	13%	.	.	-8%	.
uPA surface inh	-6%	-19%	-1%	4%	1%	0%	12%	-2%
hERG WT inh	5	-34	11	0	2	-3	1	-9
GALK inh	-2%	-1%	0%	2%	6%	.	-2%	0%
Coupling enz	8	5	1	5	-1	.	3	0
Giardia kill	1	25	4	-1	30	-4	-26	0
BCR signal inh	-7%	-4%	-1%	-9%	1%	1%	-23%	?
B2AR arrestin	0.1%	-0.3%	-1.0%	-0.4%	-0.1%	-0.4%	0.2%	-1.0%

Entries of single compounds as entered above. Order of values: USP2a inh	Eya2 phos inh	KCNH2 3.1 block	PKM2 activator	uPA surface inh	hERG WT inh	GALK inh	Coupling enz	Giardia kill	BCR signal inh	B2AR arrestin
Entry for O=C(CCNC(=O)Cn1ccc2ccccc2c1=O)NCCc1ccc(Cl)cc1 = 3%	-1%	-2	0%	-1%	11	0%	1	4	-1%	-1.0%
Entry for CCOC(=O)CNC(=O)CCc1nnc2ccc(N3CCC(C)CC3)nn12 = -1%	6%	-22	.	-2%	-9	0%	0	0	?	-1.0%

(list continues)
25	C[C@H]1COC(=O)[C@H](CC(=O)OC(C)(C)C)C/C=C\C[C@@H](CC(=O)N(CCO)Cc2ccccc2)C(=O)N1
26	CCCc1cc(=O)oc2cc(OC(C)C(=O)NC3CC(C)(C)NC(C)(C)C3)ccc12 (configuration not stated)
27	CCCn1c(C)cc(C(=O)COC(=O)c2ccc[nH]c2=O)c1C
28	CC(C)CC(NC(=O)C1CCC(C)CC1)C(=O)NCCN1CCOCC1 (configuration not stated)
29	CN(C)S(=O)(=O)c1cccc(C(=O)N(Cc2ccc(F)cc2)Cc2ccco2)c1
30	CCOC(=O)C1CCN(c2cc(=O)n(-c3ccc(OC)cc3)c(=O)[nH]2)CC1
31	CCOC(=O)C1CCN(C(=O)CCCn2nc(C)c3c(C)n(-c4ccc(C)cc4)nc3c2=O)CC1
32	CCN(CC)CCNC(=O)c1cc2cc(Br)ccc2s1
33	CCN=C1S/C(=C\c2cc(OCC)c(O)cc2Br)C(=O)N1CC
34	C=CCOc1ccc(S(C)(=O)=O)cc1
35	COc1ccc(C2CC(c3ccc(Br)cc3)=NN2C(=O)c2cccnc2)cc1 (configuration not stated)

assay / entry	25	26	27	28	29	30	31	32	33	34	35
USP2a inh	5%	2%	-1%	2%	0%	1%	0%	4%	2%	0%	-3%
Eya2 phos inh	-23%	5%	4%	-10%	17%	-11%	-1%	2%	2%	17%	-6%
KCNH2 3.1 block	-3	-17	1	14	-4	-2	11	-3	2	-4	-7
PKM2 activator	.	.	-2%	3%	-9%	-1%	-8%[0.46 µM]	4%	-1%	-1%	21%
uPA surface inh	8%	1%	-2%	-4%	0%	13%	-11%	-1%	-3%	?	-3%
hERG WT inh	-5	2	-13	6	1	-12	5	12	7	2	6
GALK inh	.	7%	2%	-2%	1%	-1%	2%	1%	.	2%	0%
Coupling enz	.	1	2	1	0	-1	0	4	4	-5	-2
Giardia kill	-6	-10	-28	0	-2	1	1	6	-4	10	-18
BCR signal inh	-1%	-15%	3%	-4%	?	-4%	2%	?	1%	?	-19%
B2AR arrestin	-0.2%	0.2%	-0.3%	0.2%	0.2%	-0.3%	0.0%	0.3%	2.5%	-0.9%	0.0%

A second format for part of the listing above:
item	Structure	USP2a inh	Eya2 phos inh	KCNH2 3.1 block	PKM2 activator	uPA surface inh	hERG WT inh	GALK inh	Coupling enz	Giardia kill	BCR signal inh	B2AR arrestin
30	CCOC(=O)C1CCN(c2cc(=O)n(-c3ccc(OC)cc3)c(=O)[nH]2)CC1	1%	-11%	-2	-1%	13%	-12	-1%	-1	1	-4%	-0.3%
31	CCOC(=O)C1CCN(C(=O)CCCn2nc(C)c3c(C)n(-c4ccc(C)cc4)nc3c2=O)CC1	0%	-1%	11	-8%[0.46 µM]	-11%	5	2%	0	1	2%	0.0%
